DAGLB inh: diacylglycerol lipase beta (human) inhibition. Q8NCG7. HEK293T DAGLB membrane lysate, EnzChek fluorogenic substrate. inhibition, % at 5.17 µM. 340,000 tested, 0.059% active. AID 504411; in the data active = inhibition above about 34%;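 note: 0% = enzyme with vehicle and 100% = wells lacking enzyme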
Target sequence (Q8NCG7 whole entry, looked up): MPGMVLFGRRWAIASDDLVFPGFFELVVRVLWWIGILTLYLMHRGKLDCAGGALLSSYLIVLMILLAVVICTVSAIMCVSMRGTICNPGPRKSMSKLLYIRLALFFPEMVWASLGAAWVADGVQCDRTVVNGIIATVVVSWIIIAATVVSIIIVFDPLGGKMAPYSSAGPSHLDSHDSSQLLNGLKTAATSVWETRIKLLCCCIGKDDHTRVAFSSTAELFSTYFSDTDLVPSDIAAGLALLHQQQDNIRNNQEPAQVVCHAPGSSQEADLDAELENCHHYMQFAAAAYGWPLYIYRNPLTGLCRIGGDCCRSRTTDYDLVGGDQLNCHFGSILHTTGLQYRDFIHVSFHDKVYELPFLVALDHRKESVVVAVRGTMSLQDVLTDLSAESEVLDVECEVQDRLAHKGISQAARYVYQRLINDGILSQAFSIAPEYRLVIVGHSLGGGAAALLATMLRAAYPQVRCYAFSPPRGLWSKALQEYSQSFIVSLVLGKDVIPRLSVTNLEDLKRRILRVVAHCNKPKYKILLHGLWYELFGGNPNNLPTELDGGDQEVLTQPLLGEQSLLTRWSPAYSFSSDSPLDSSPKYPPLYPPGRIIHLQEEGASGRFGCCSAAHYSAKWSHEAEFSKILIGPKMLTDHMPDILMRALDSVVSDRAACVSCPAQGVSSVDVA
OPRM1-OPRD1 inv: inverse agonist of human OPRM1-OPRD1 heterodimerization; cell-based MOR-DOR heterodimer luminescence, inverse agonism; inhibition, % at 9.3 µM; 340,000 tested, 0.21% active; in the data active = inhibition above about 22%, passing the limit was not always enough;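 note: 0% = cells with DMSO and 100% = wells without cells with DMSO; values of inactives mirror those of a sister screen read the other way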
HTR5A inv ag: inverse agonist of human HTR5A in OPRM1-OPRD1 counter-screen; P47898; HTR5A cell line, luminescence, inverse agonism; inhibition, % at 9.3 µM; 340,000 tested, 0.083% active; AID 504634; in the data active = inhibition mostly above about 23%, no sharp cut-off; inactive = mostly below about 18%;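 note: 0% = cells with DMSO and 100% = no-cell wells with DMSO; some compounds called inactive have numbers as strong as hits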
Target sequence (P47898 whole entry, looked up): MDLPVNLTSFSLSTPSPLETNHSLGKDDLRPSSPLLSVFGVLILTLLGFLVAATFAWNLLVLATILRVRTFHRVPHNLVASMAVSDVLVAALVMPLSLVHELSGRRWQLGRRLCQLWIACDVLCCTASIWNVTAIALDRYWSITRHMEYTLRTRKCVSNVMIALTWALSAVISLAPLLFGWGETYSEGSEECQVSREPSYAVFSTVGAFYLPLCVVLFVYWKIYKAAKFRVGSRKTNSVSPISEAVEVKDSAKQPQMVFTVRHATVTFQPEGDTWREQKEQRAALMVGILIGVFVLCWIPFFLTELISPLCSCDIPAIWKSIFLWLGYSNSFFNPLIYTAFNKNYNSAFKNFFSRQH
PKA-R2B act: PKA-R2B complex activation; P22694+P31323; PKA-R2B holoenzyme dissociation, Cy5-IP20 fluorescence polarization; R2B truncated from residue 108, S112A mutant; 0% DMSO only, 100% 113 µM cGMP; activation, % at 11.4 µM; 340,000 tested, 0.079% active; AID 504700;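 active = activation above a cutoff set at the mean over all compounds plus 3 SD, cut at about 18% in these data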;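 note: higher means more holoenzyme dissociation and a rise in polarization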
OPRM1-OPRD1 ag: agonists of human mu-delta opioid receptor heterodimerization; AID 504326; P35372+P41143; cells, OPRM1-OPRD1 heterodimerization, luminescence; 340,000 tested, 0.3% active; activation, % at 9.3 µM; in the data active = activation above about 18%;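 note: 0% = vehicle-treated cells and 100% = reference agonist; values of inactives mirror those of a sister screen read the other way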
Pemphigus Ab inh: blocks pemphigus antibody binding to human desmoglein-3. 310,000 tested, 0.48% active. DSG3-coupled beads, scFv-anti-DSG3-GFP binding, flow cytometry; hits give low values. binding (percent of control), % at 10 µM. P32926;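 active = binding more than 3 SD below its plate's average and above zero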;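 note: hits lower antibody fragment binding to DSG3; some compounds called inactive have numbers as strong as hits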
V-ATPase pHluor: alters yeast V-ATPase proton transport. S. cerevisiae, pHLuorin cytosolic pH fluorescence. response, % at 10 µM. 350,000 tested, 0.37% active; in the data active = response mostly above about 7.3%, no sharp cut-off; inactive = mostly below about 5.4%; note: actives read high; inactives centre near 0; some compounds called inactive have numbers as strong as hits; reference of the scale not given here
PKA-R1A act: activators of PKA-R1A complex | AID 504707 | activation, % at 11.4 µM | P00514+P68181 | PKA-R1A dissociation, Cy5-IP20 fluorescence polarization; scaled: DMSO 0%, 113 µM cGMP 100% | 340,000 tested, 0.083% active;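 active = percent activation above the mean of all tested compounds plus 3 SD, cut at about 19% in these data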;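 note: higher means more PKAc released from R1A so a rise in polarization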
Arrestin-AP2 inh: inhibitors of human beta-arrestin and AP2 interaction; 340,000 tested, 0.31% active; inhibition, % at 10 µM; FITC-arrestin peptide / GST-AP2 beads, flow cytometry; AP2 beta2 appendage carries R879A mutation;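 active = inhibition above a set limit, near 3 SD of compounds lacking own fluorescence, cut at about 54% in these data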;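 note: plate controls were DMSO wells for no effect and 5 µM unlabelled arrestin peptide for full effect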
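System: GST-tagged AP2 beta2-adaptin appendage (R879A) on 4 µm glutathione beads / Reagent: FITC-arrestin peptide, 50 nM / Detection: HyperCyt-sampled flow cytometry, FL1 channel, ex 488/em 535 nm / Timing: 12 min plus 1 h, RT / Buffer or medium: PBS plus Tween 20 (0.05%) and BSA (0.1%)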
HTR5A ag ctr: HTR5A agonism, opioid heterodimer counter-screen; P47898; HTR5A agonist assay, luminescence, cell-based; activation, % at 9.3 µM; 340,000 tested, 0.61% active; AID 504692; in the data active = activation mostly above about 9.5%, no sharp cut-off; inactive = mostly below about 7.6%;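 note: 0% = cells with vehicle only and 100% = reference agonist; strong numbers were not always called active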
* = called active by the depositor; · = not tested or not shown. No enrichment for hits. About 2.4% of those tested had a hit in this group.

Each structure is followed by: DAGLB inh | OPRM1-OPRD1 ag | PKA-R1A act | V-ATPase pHluor | PKA-R2B act | Arrestin-AP2 inh | HTR5A ag ctr | OPRM1-OPRD1 inv | Pemphigus Ab inh | HTR5A inv ag
CC(C)N(C)Cc1nnnn1CC(=O)NCCc1cccc(C(F)(F)F)c1
 : -3 | -1.0 | -12 | 2 | -8 | 11 | 6 | 5 | 115 | -16
C=CCn1c(Oc2ccccc2F)nc2c1c(=O)n(C)c(=O)n2C
 : -3 | -3.7 | -1 | -2 | 3 | 38 | -2 | 17 | 102 | 6
O=C(NCCS(=O)(=O)NCc1ccc2c(c1)OCO2)c1ccccc1
 : 1 | -2.9 | -12 | 7 | -9 | -1 | -4 | 16 | 121 | 10
CCOC(=O)c1c(C)[nH]c(C(=O)N2CCN(c3ccc(OC)cc3)CC2)c1C
 : 3 | -0.3 | -8 | 1 | 5 | 0 | 5 | 2 | 101 | -15
O=c1c2c3c(sc2nc(NCCO)n1CCc1ccccc1)CCCCC3
 : -1 | 0.8 | -12 | -1 | -8 | -9 | -5 | -4 | 99 | 13
CC(=O)NC(c1ccccc1)c1c(O)ccc2ccccc12 (stereo not drawn)
 : -3 | -3.8 | 9 | 0 | -3 | -3 | -2 | 19 | 101 | 10
O=c1[nH]nc(C(F)(F)F)c2nnn(Cc3ccccc3Cl)c12
 : 6 | -3.9 | -12 | 1 | -18 | -18 | 2 | 18 | 98 | -8
COc1ccc(NC(=O)Nc2nnc(-c3ccncc3)s2)cc1
 : 3 | -0.7 | -10 | 2 | -5 | 21 | -2 | 4 | 106 | 21
Cc1ccc(-n2c(C)nnc2SCC(=O)NNC(=O)c2ccco2)cc1
 : -1 | -2.8 | -8 | -2 | -16 | -19 | 2 | 13 | 97 | -4
CC1(C)CC(=O)C(N=Nc2cc3c(cc2[N+](=O)[O-])OCCO3)=C(O)C1
 : 7 | 1.3 | -7 | -2 | 0 | 44 | 4 | -7 | 98 | -12
O=C(C1CCCN1S(=O)(=O)c1cccc2nsnc12)N1CCN(c2ccccc2)CC1 (stereo not drawn)
 : 0 | -1.8 | -1 | -1 | -12 | -5 | 1 | 9 | 97 | 21
CCn1ncc(/C=N\NC(=O)c2csc3ccccc23)c1C
 : 0 | -2.7 | -1 | 3 | -5 | -1 | 18* | 16 | 99 | -71
CC(C)(O)CNC(=O)C(Cc1ccccc1)N1C(=O)c2ccccc2C1=O (stereo not drawn)
 : 4 | 0.9 | 1 | -2 | -1 | 15 | -1 | -4 | 104 | 2
COc1ccccc1C(=O)NNC(=O)c1ccc(NC(=O)C(C)C)cc1
 : -1 | -3.6 | -8 | -2 | -2 | 1 | 0 | 16 | · | 0
O=C(C#Cc1ccccc1)Nc1ccc(F)cc1
 : -4 | -3.2 | -6 | 0 | 2 | -10 | 9.0* | 15 | 123 | -30
O=C1Nc2ccccc2OC1CC(=O)N1CCN(c2cccc(C(F)(F)F)c2)CC1 (stereo not drawn)
 : 3 | 3.2 | 0 | 2 | -10 | 1 | 5 | -17 | 105 | 4
Cc1cc(C)n(C(=O)c2ccc([N+](=O)[O-])c(Cl)c2)n1
 : -1 | -1.0 | -7 | 3 | -12 | -8 | -1 | 5 | · | 3
O=C(c1cccc(-n2cccc2)c1)N1CCN(S(=O)(=O)c2c(F)cccc2F)CC1
 : 1 | -3.6 | 3 | -2 | 2 | 6 | -1 | 18 | 100 | 2
O=[N+]([O-])c1cccc(/C=N/n2c(COc3ccccc3)n[nH]c2=S)c1
 : 7 | 3.7 | 0 | 1 | -2 | 12 | -5 | -20 | 104 | 12
CC(=O)c1ccc(Oc2ccc(C(=O)c3ccc(C)c(C)c3)cc2[N+](=O)[O-])cc1
 : -8 | -1.4 | 4 | -2 | 2 | 0 | 3 | 7 | 107 | -15
Cc1ccsc1C(=O)N(C)C1CCS(=O)(=O)C1 (stereo not drawn)
 : 0 | -2.3 | 12 | 2 | -2 | 4 | 2 | 9 | 101 | -6
CC(=O)c1cccc(NC(=O)Cn2cc3c(n2)CCCC3)c1
 : -3 | -1.6 | 9 | 1 | 3 | -3 | -1 | 8 | 106 | 2
COc1ccc(-c2cn(-c3cccc(C)c3)c(=O)[nH]2)cc1OC
 : 1 | -2.4 | -6 | -3 | 0 | 8 | -1 | 13 | 111 | -16
COCCN(C)C(=O)CC1C(=O)NCCN1CC(c1ccccc1)c1ccccc1 (stereo not drawn)
 : 0 | -0.9 | 0 | -1 | 2 | 3 | 3 | 4 | 98 | -7
COC(=O)C1=CN(c2cccc(C(F)(F)F)c2)C=C(C(=O)OC)C1c1ccc(O)c(OC)c1
 : -3 | 1.0 | -2 | 0 | -2 | -1 | 3 | -4 | 93 | -12
N#Cc1c(-c2ccc(Cl)cc2)c(C#N)c(=O)n(N)c1N
 : 1 | -0.8 | 12 | 0 | 6 | -2 | 2 | 5 | 98 | -6
COc1ccc(-c2csc3nc(-c4ccccc4OC)oc(=O)c23)cc1
 : 43* | 1.5 | -12 | 0 | -3 | -2 | -4 | -11 | 91 | 11
O=C(Nc1ccn(Cc2ccccc2)n1)c1ccc(F)cc1
 : -3 | 0.8 | -8 | -4 | 0 | 0 | -3 | -4 | 103 | 8
CC(Oc1ccccc1F)C(=O)NNC(=O)c1ccc(-n2cncn2)c([N+](=O)[O-])c1 (stereo not drawn)
 : 3 | -0.7 | 4 | 0 | -5 | 35 | -2 | 4 | 116 | 5
CC(NC(=O)CCNC(=O)N1CCn2c1nc1ccccc12)c1ccccc1 (stereo not drawn)
 : -1 | · | -3 | -2 | -3 | 13 | · | · | 98 | ·
Cc1ccc(N(CC(=O)NCC2CCCO2)C(=O)Cn2nnc(-c3cccs3)n2)cc1 (stereo not drawn)
 : -3 | -2.1 | -6 | 1 | -3 | -16 | -1 | 11 | 99 | 3
Cc1ccc(NC(=O)N2CCCC(C(=O)O)C2)cc1 (stereo not drawn)
 : -4 | -0.9 | -4 | 3 | -2 | -3 | 2 | 5 | 103 | -4
Cc1nc2ccc(Cl)cn2c1C(=O)NN
 : 1 | -3.5 | -1 | -2 | -6 | 2 | 3 | 20 | 103 | -7
O=C(c1cc2ccccc2cc1O)N1CCCC(C(F)(F)F)C1 (stereo not drawn)
 : -6 | 0.4 | 10 | 2 | -1 | 9 | 6 | -2 | 112 | -21
COc1cccc(S(=O)(=O)N(C)C[C@@H]2Oc3cc(Br)ccc3S(=O)(=O)N([C@@H](C)CO)C[C@@H]2C)c1
 : -3 | · | -3 | -2 | -1 | · | · | · | 98 | ·
O=C(Cc1ccccc1[N+](=O)[O-])NCCCc1ccccc1
 : -1 | -2.5 | -1 | -2 | -9 | 14 | -1 | 11 | 99 | 5
CCC(=O)Nc1ccc(-c2nc3ccccc3c(=O)o2)cc1
 : 2 | 0.1 | -6 | 1 | 5 | 19 | 5 | -1 | 93 | -13
COc1ccc2cc(-c3csc(-c4cccnc4)n3)ccc2c1
 : -10 | 1.3 | 2 | 1 | -13 | -3 | 4 | -5 | · | -11
Cc1noc(C)c1COc1ccc(C(=O)Nc2nnc(CC(C)C)s2)cc1
 : 6 | 6.1 | -9 | -1 | 12 | -3 | 10 | -25 | · | -28
Cc1ccc(C(=O)Oc2coc(CSc3nnc(NC(=O)C4CC4)s3)cc2=O)cc1C
 : 2 | -0.3 | -6 | 2 | -12 | -6 | 2 | 1 | 103 | 9
Cc1ccccc1C(=O)Nc1nnc(SCC(=O)NCc2ccco2)s1
 : -3 | -5.1 | -13 | -2 | 8 | 16 | 4 | 17 | 108 | 11
Cc1ccc(C(=O)OCC(=O)NCCC2=CCCCC2)s1
 : -8 | 1.4 | -12 | 1 | 3 | 34 | 3 | -10 | 107 | -7
COc1ccc(Oc2cccc(Cl)c2CNC(=O)CC(C)(C)CC(=O)O)cc1
 : 1 | 0.3 | -2 | 11 | 3 | -20 | 7 | -1 | 108 | -20
COc1ccc(NC(=O)C2CCCN(C(=O)Nc3cccc(OC)c3)C2)cc1 (stereo not drawn)
 : 1 | 0.9 | -1 | 7 | 0 | -3 | 0 | -5 | 93 | 0
CCOc1ccc(-n2c(SCC(=O)N3CCc4ccccc43)nnc2-c2c[nH]c3ccccc23)cc1
 : -1 | -0.4 | -3 | -1 | -1 | 2 | 0 | 2 | 95 | -16
Cc1nc(NCCc2ccc(F)cc2)c(C#N)c(C)c1[N+](=O)[O-]
 : -9 | 4.9 | 4 | 1 | 11 | 1 | -2 | -27 | 122 | -14
CC(=O)N1c2ccc(S(=O)(=O)NCCC(=O)N3CCC(C)CC3)cc2CC1C (stereo not drawn)
 : 0 | -2.8 | 1 | -9 | -3 | 21 | 2 | 14 | · | -18
COc1ccc(NC(=O)C(=O)Nc2cccc3cccnc23)cc1OC
 : -3 | 1.7 | -11 | 3 | -7 | 9 | 2 | -8 | 89 | -7
CCOc1ccccc1N(CC(=O)Nc1cc(OC)ccc1OC)S(=O)(=O)c1ccccc1
 : -5 | -2.0 | -4 | -3 | 11 | 11 | 4 | 10 | 126 | -14
O=C(CC1NC(=S)NC1=O)c1ccc(Cl)cc1 (stereo not drawn)
 : 2 | -2.7 | -4 | 1 | 2 | -4 | 9 | 14 | 111 | 1
N/C(=N\OC(=O)c1cccc(Br)c1)c1ccc([N+](=O)[O-])cc1
 : -2 | 6.9 | -10 | 0 | -9 | -11 | -2 | -33 | 119 | 5
COc1cc(/C=N/NC(=O)c2cc3ccccc3[nH]2)ccc1O
 : -4 | 1.0 | -8 | -1 | -6 | -8 | -1 | -5 | 100 | 3
CCOc1ccccc1Nc1ncnc2c1cnn2-c1ccccc1
 : -4 | 3.5 | -1 | 1 | -9 | 4 | 5 | -19 | 101 | -14
Cc1cc(S(=O)(=O)NCCN2CCOCC2)ccc1Cl
 : 1 | -1.6 | -3 | -3 | 4 | -6 | -3 | 7 | 101 | 10
O=C(NN=C(Cc1ccccc1)Cc1ccccc1)C1CC1
 : -1 | -2.3 | -2 | -3 | -5 | -2 | 0 | 11 | 100 | 1
CCN(CC)C1Oc2cc3c(cc2C(c2cccc(OC)c2O)C1C)OCO3 (stereo not drawn)
 : -1 | -1.6 | 0 | -5 | -2 | 32 | -1 | 7 | 92 | 4
CCCN1C(=O)S/C(=C/c2ccc(N3CCOCC3)o2)C1=O
 : -24 | 1.3 | -5 | -4 | 1 | -8 | -2 | -7 | 117 | -15
COc1ccccc1C(=O)Nc1cccnc1
 : 0 | -1.2 | -2 | -3 | -1 | 0 | -2 | 6 | 97 | -9
COC(=O)N/N=C/c1cc([N+](=O)[O-])cc(Br)c1O
 : 4 | -2.6 | 10 | -2 | 10 | 3 | 2 | 16 | 96 | -1
O=C(NCCOc1ccccc1)C1CCC(=O)N(CCc2ccc(Cl)cc2)C1 (stereo not drawn)
 : -1 | -1.2 | 2 | -3 | -4 | -16 | 1 | 6 | 111 | -2

From PubChem BioAssay
